NPR1 activator: GC-A (human) enzyme activation; AID 1671463; 370,000 tested, 0.14% active; activation, % at 10 µM; HEK293 GC-A cells, cGMP TR-FRET, EC30 ANP; 0% at EC30 ANP, 100% saturating ANP; in the data active = activation above about 40%
PRMT1 FP inh: blocks human protein arginine methyltransferase 1 | inhibition, % at 2.79 µM | Q99873 | AID 652257 | recombinant PRMT1, activity-based probe fluorescence polarization | 370,000 tested, 1.3% active;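 active = inhibition above about 21% made by adding two undisclosed values, limit read from the data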
TCR-CD3 inh: inhibitors of human TCR-CD3 interaction; AID 651800; 360,000 tested, 0.37% active; inhibition, % at 9.4 µM; TAMRA-labeled TCR probe fluorescence, biochemical; in the data active = inhibition above about 19%;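 note: recombinant mutant TCR 2C K166C tagged with TAMRA read by polarization; 0% = receptor in buffer alone and 100% = receptor with positive control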
HTRA1 inh: inhibitors of human serine peptidase HTRA1; AID 504803; inhibition, % at 5.96 µM; 340,000 tested, 0.5% active; recombinant HTRA1, FP-rhodamine activity-based probe, fluorescence polarization; Q92743; in the data active = inhibition above about 36%;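 note: 0% = enzyme with DMSO and 100% = wells lacking enzyme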
mABHD4 FP: ABHD4 (mouse) inhibition, primary FP screen; Q8VD66; purified mABHD4, FP-Rh probe fluorescence polarization; inhibition, % at 8.92 µM; 370,000 tested, 0.54% active; AID 720543;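 active = inhibition exceeding the mean over every tested compound plus 3 SD, cut at about 30% in these data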;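 note: 0% = plate median of compound wells and 100% = S159A mutant with DMSO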
Target sequence (Q8VD66 whole entry, looked up): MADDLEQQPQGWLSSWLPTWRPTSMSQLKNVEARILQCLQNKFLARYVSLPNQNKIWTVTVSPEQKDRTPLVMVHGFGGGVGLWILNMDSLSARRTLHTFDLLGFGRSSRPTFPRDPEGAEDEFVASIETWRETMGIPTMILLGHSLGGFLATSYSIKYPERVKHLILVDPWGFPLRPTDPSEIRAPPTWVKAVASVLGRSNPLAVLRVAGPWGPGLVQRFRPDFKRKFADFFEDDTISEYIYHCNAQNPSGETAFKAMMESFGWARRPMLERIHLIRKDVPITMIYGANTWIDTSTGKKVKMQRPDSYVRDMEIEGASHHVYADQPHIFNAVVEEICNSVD
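Assay system: Wild-type mouse ABHD4 protein | Medium: HEPES pH 7.0 buffer, 150 mM NaCl, 0.01% Pluronic F-127 | Incubation: Enzyme–compound pre-incubation 45 min, then probe 60 min, both 25 °C | Technique: Fluorescence polarization with parallel and perpendicular emission, 525/598 nm | Evaluation: % inhibition of FP-Rh probe binding versus controls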
MBD2 DNA inh: inhibitors of human MBD2 binding to methylated oligonucleotide. TR-FRET. 370,000 tested, 0.31% active. inhibition, % at 4.4 µM. AID 686964. Q9UBB5; in the data active = inhibition above about 13%
rCAG binder: molecules binding r(CAG) RNA repeats. r(CAG) RNA repeat, TO-PRO-1 dye displacement fluorescence. inhibition, % at 3 µM. 370,000 tested, 1.3% active. AID 651821;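 active = inhibition above the plate cutoff, the mean of all test compounds on that plate plus 3 SD, cut at about 35% in these data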;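 note: 0% = DMSO alone and 100% = 100 µM mitoxantrone as full dye displacement; higher means more dye released from RNA so lower well fluorescence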
GC-B act: GC-B (human) receptor activation; 370,000 tested, 0.11% active; HEK293-GC-B cells, CNP EC30, cGMP TR-FRET; 0% at EC30 CNP, 100% saturating CNP; activation, % at 10 µM;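 active = activation at 10 µM reaching about 35% in either raw or pattern-adjusted values, limit read from the data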
SIAE primary: blocks human sialic acid acetylesterase. Q9HAT2. SIAE FP-Rh probe binding, fluorescence polarization. inhibition, % at 9.66 µM. 370,000 tested, 0.69% active;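 active = inhibition above a cutoff: mean of compounds within the control limits plus 3 SD of those, cut at about 17% in these data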;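 note: 0% = plate median of compound wells and 100% = probe without SIAE protein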
Target sequence (Q9HAT2 whole entry, looked up): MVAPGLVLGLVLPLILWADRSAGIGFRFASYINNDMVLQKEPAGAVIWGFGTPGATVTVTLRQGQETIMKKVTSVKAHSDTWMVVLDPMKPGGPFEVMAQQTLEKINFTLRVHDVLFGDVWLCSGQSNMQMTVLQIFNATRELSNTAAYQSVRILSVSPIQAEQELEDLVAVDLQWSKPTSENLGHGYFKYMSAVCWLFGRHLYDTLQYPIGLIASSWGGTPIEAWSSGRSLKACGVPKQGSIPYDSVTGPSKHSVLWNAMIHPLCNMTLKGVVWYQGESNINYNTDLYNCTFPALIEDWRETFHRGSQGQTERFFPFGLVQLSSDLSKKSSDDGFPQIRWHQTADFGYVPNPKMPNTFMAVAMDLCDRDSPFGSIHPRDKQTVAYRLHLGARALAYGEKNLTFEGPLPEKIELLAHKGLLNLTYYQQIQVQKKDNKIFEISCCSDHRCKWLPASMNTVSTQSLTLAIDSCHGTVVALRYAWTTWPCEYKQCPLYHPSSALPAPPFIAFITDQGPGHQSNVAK
UHRF1 MBD2 ctr: blocks human UHRF1 binding to methylated DNA. Q96T88. UHRF1 binding to methylated oligo, TR-FRET. inhibition, % at 4.4 µM. 370,000 tested, 0.75% active. AID 687016; in the data active = inhibition above about 21%;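 note: UHRF1 SRA domain binding a hemimethylated CpG hairpin DNA probe; 0% = median of test compound wells and 100% = reference inhibitor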
Starred values were filed as active, the others as inactive; . = not tested or not shown. Not all compounds are listed (hit frequency here may not be typical).

SMILES	NPR1 activator	PRMT1 FP inh	TCR-CD3 inh	HTRA1 inh	mABHD4 FP	MBD2 DNA inh	rCAG binder	GC-B act	SIAE primary	UHRF1 MBD2 ctr
CCC(=O)Nc1cccc(Oc2nc(C)cc(C)c2C#N)c1	-6	0	1	1	7	5	1	2	0	0
O=C(c1ccc(F)cc1)N1CCN(Cc2ccccc2)CC1	5	3	2	0	3	-4	-5	4	-3	0
CCCCNc1ccc(C(=O)Nc2cccc(C)n2)cc1[N+](=O)[O-]	0	-3	2	8	-5	-1	2	-3	-9	-3
CNS(=O)(=O)c1cccc(C(=O)OCC(=O)c2cc(C)n(-c3ccc4c(c3)OCO4)c2C)c1	5	3	2	-24	-25	2	7	6	-6	1
CCOC(=O)C1(CC2CCCCO2)CCN(C(=O)Nc2ccc(C(=O)OC)cc2)CC1 (stereo not given)	0	2	-7	2	-4	-1	-10	2	-9	0
O=C(Nc1nc(-c2ccccc2)cs1)c1ccco1	3	-2	-3	-8	-2	-6	-5	-2	-9	-3
COC(=O)Nc1ccc(S(=O)(=O)NNC(=O)c2c(O)c3ccccc3[nH]c2=O)cc1	2	3	24*	-2	-2	1	2	3	-2	0
CC(C)N1C(=O)CCC1C(=O)NCc1cccs1 (stereo not given)	-4	2	-9	3	3	6	-1	5	-4	16
CCCOC(=O)c1ccc(Oc2cn[nH]c2-c2ccc(OCC(=O)NN)cc2O)cc1	1	2	2	-54	-15	-5	14	-5	-13	0
Cc1ccc(C(=O)C(C)OC(=O)Cc2n[nH]c(=O)c3ccccc23)cc1C (stereo not given)	1	-1	7	0	1	-1	-2	-4	-1	2
O=C(CCC1CCCN(C(=O)C2=CCCCC2)C1)N1CCN(c2ccccn2)CC1 (stereo not given)	-3	4	-4	0	9	-4	-9	-2	-1	3
Cc1c(C(=O)Nc2ccc(S(=O)(=O)N3CCOCC3)cc2)cccc1[N+](=O)[O-]	0	1	-2	1	1	-1	-1	0	5	2
COc1ccc(CCNC(=O)c2ccc(Cl)nc2)cc1	1	0	0	-3	1	4	3	-10	1	1
Cc1ccc(-c2nnn(CC(=O)NCCC3=CCCCC3)n2)cc1	1	-4	5	-6	1	-1	-3	-7	5	-3
CC(C)CC(=O)Nc1cccc(-c2csc(-c3ccccc3)n2)c1	1	1	-4	-62	-78	9	10	-11	-38	5
Cc1ccc(S(=O)(=O)Nc2cc(Cl)c(O)cc2C)cc1	-2	0	3	-4	-6	-1	5	7	2	-4
O=C1C=CC(=O)N1c1ccc2c(c1)C(NC(=O)C(F)(F)F)c1ccccc1-2 (stereo not given)	-28	91*	-10	-28	-1	2	19	-12	-18	1
CC(=O)Nc1ccc(C(=O)N/N=C/c2ccc(F)cc2)cc1	-5	1	4	3	0	1	-1	-4	1	-2
CCOc1ccc(S(=O)(=O)N(C)c2ccc(OCC(=O)NCc3ccc(C(=O)OC)cc3)cc2)cc1	0	0	9	-12	-2	2	5	0	-1	6
N#C/C(=C\c1cccn1S(=O)(=O)c1cccc([N+](=O)[O-])c1)S(=O)(=O)c1ccc(F)cc1	-1	0	-6	.	2	-5	8	4	1	-3

Three entries already listed, ordered by the number in GC-B act, smallest number first:
SMILES	GC-B act
O=C1C=CC(=O)N1c1ccc2c(c1)C(NC(=O)C(F)(F)F)c1ccccc1-2 (stereo not given)	-12
CCOc1ccc(S(=O)(=O)N(C)c2ccc(OCC(=O)NCc3ccc(C(=O)OC)cc3)cc2)cc1	0
Cc1ccc(S(=O)(=O)Nc2cc(Cl)c(O)cc2C)cc1	7

One compound at a time, from the list above:
CCOc1ccc(S(=O)(=O)N(C)c2ccc(OCC(=O)NCc3ccc(C(=O)OC)cc3)cc2)cc1 as listed: NPR1 activator = 0; PRMT1 FP inh = 0; TCR-CD3 inh = 9; HTRA1 inh = -12; mABHD4 FP = -2; MBD2 DNA inh = 2; rCAG binder = 5; GC-B act = 0; SIAE primary = -1; UHRF1 MBD2 ctr = 6
Cc1ccc(S(=O)(=O)Nc2cc(Cl)c(O)cc2C)cc1 as listed: NPR1 activator = -2; PRMT1 FP inh = 0; TCR-CD3 inh = 3; HTRA1 inh = -4; mABHD4 FP = -6; MBD2 DNA inh = -1; rCAG binder = 5; GC-B act = 7; SIAE primary = 2; UHRF1 MBD2 ctr = -4

Next compounds follow.
SMILES	NPR1 activator	PRMT1 FP inh	TCR-CD3 inh	HTRA1 inh	mABHD4 FP	MBD2 DNA inh	rCAG binder	GC-B act	SIAE primary	UHRF1 MBD2 ctr
Cc1cccc(/C=C/c2onc(C)c2[N+](=O)[O-])n1	2	-6	6	.	2	-3	1	2	5	-1
Cc1nnc(SCC(=O)Nc2ccc3c(c2)OCO3)n(N)c1=O	-1	-2	1	-2	-2	-4	-1	1	7	-11
Cc1cc(NC(=O)c2cc([N+](=O)[O-])ccc2Cl)no1	4	1	-5	7	6	5	0	6	-1	-2
COc1ccc2[nH]c(=O)c(CN(Cc3cccs3)C(=S)Nc3cccc(C)c3)cc2c1	9	0	13	-9	0	-2	5	-1	-32	0
COc1ccccc1CN(C)C[C@H]1OCc2cnnn2CCCC(=O)N([C@@H](C)CO)C[C@@H]1C	4	1	5	0	7	-1	-2	2	5	1
CCOc1cc(N2CCOCC2)c(OCC)cc1NC(=O)COc1ncnc2ccc(Br)cc12	11	-2	4	-1	-3	-3	4	11	7	2
O=C(Nc1nc(N2C(=O)c3ccccc3C2=O)n(-c2ccccc2)n1)c1ccccc1	-4	4	1	8	1	-2	1	3	4	-3
CC(C)NS(=O)(=O)c1ccc(OCC(=O)NCc2cccnc2)cc1	3	-3	-3	-1	5	2	-2	-2	4	-4
CCCCN1C[C@H](Cc2ccccc2)[C@@H](CC(=O)NC)C1=O	1	-1	1	1	3	-6	2	-4	1	-2
Cc1cc(NC(=S)N(Cc2ccc(Br)cc2)Cc2ccc(C(=O)O)cc2)ccc1Cl	-11	-6	8	19	-29	-1	75*	-2	-10	-3
N#Cc1ccc(S(=O)(=O)N2CCCN(c3ccc(C(F)(F)F)cn3)CC2)cc1	-1	2	6	.	3	-2	-4	4	2	2
Cc1cc(C2C(=O)c3ccccc3C2=O)c(C)c(C)c1C	2	-2	4	-1	-4	-7	3	2	0	-3
CC(C)=C1C(=O)NN(c2cccc(Cl)c2)C1=O	1	10	-8	8	15	5	25	-3	6	1
O=C(CCn1nnc2ccccc21)Nc1nnc(Cc2ccccc2)s1	-5	6	3	-8	4	-1	-1	0	-2	-2
Cc1ccc(NC(=O)CSc2nc(O)cc(=O)n2-c2ccc(C)cc2)cc1	1	0	-1	-81	-17	4	42*	-1	-27	-4
CC(C)Sc1nc2ccc(N3C(=O)C4CCCCC4C3=O)cc2s1 (stereo not given)	7	1	0	0	7	-1	-2	0	-3	1
CC(NC(=O)c1ccc(Cl)cc1)C1CC2CCC1C2 (stereo not given)	-5	-1	8	-6	4	1	-4	6	-1	1
CCC(C(=O)OCC(=O)Nc1ccc(C(N)=O)cc1)c1ccccc1 (stereo not given)	-1	0	-4	3	9	-1	1	4	-1	0
CS(=O)(=O)N(CC(=O)Nc1ccccc1-c1ccccc1)c1cccc(F)c1	-26	-5	5	-3	-11	4	-6	-10	-8	1
NS(=O)(=O)c1ccc(NC(=O)c2ccc3c(c2)CCCC3)cc1	-6	3	-8	-6	-34	4	14	-4	5	3
C[C@]12C=CC(=O)C=C1CC[C@@H]1[C@@H]2C(=O)C[C@@]2(C)[C@H]1CC[C@]2(O)C(=O)COC(=O)CCC(=O)O	-2	0	-8	-4	5	3	6	3	3	1
Cc1ccc(NC(=O)COC(=O)c2ccc3c(c2)C(=O)N(CCc2ccccc2)C3=O)c(C)c1	-4	4	0	-3	-1	1	-2	-3	2	5
COC(=O)c1ccc(NC(=O)c2cccc(N3C(=O)C4C5C=CC(C6CC56)C4C3=O)c2)cc1 (stereo not given)	-1	0	-3	-3	7	1	-2	2	5	-2
O=C(NCCc1ccccc1)C(=O)NCC1OCCN1S(=O)(=O)c1ccc([N+](=O)[O-])cc1 (stereo not given)	1	-1	1	-3	3	-1	3	2	-3	1
COc1ccc(OCC(O)CN2CCNCC2)cc1 (stereo not given)	-2	1	9	1	4	0	0	4	4	2
CC(=O)N1CCN(c2ccc(N3CCN(C(C)=O)[C@@H](C)C3)c(C)c2)[C@@H](C)C1	2	-1	6	.	6	-2	2	10	8	-4
COc1cc(C2C(C#N)=C(N)OC3=C2C(=O)CC(C)(C)C3)cc2c1OCO2 (stereo not given)	-1	-1	1	3	8	1	20	4	1	30*
CC(=O)Nc1nc2cc([N+](=O)[O-])ccc2s1	2	-4	1	2	3	-1	0	-3	7	-4
CCOc1ccc(NC(=O)c2ccc(NC(=O)C3CCCO3)cc2)cc1 (stereo not given)	-6	-2	-8	-8	-6	8	-6	-1	13	5
COCCN(C(=O)COC(=O)c1oc2ccc(OC)cc2c1C)c1c(N)n(Cc2ccccc2)c(=O)[nH]c1=O	-3	-1	-1	-14	-4	-3	2	4	-11	0
O=C(/C=C/c1ccc[nH]1)c1ccccc1	8	3	7	0	5	-4	3	1	-1	-1
O=C(CCc1nc2ccccc2[nH]1)NC1CCCCC1	0	-3	1	-4	3	2	3	-3	-3	-1
Cc1ccc(C(=O)NCCc2sc(C)nc2C)cc1	3	23*	2	-1	2	7	-3	-1	-1	5
CC1(C(=O)NCc2ccc3c(c2)OCO3)CCN1C(=O)C1(c2ccc(Cl)cc2)CC1 (stereo not given)	-2	5	-7	.	-8	1	-2	8	5	1
O=S(=O)(c1ccc(Cl)cc1)N1CCN(C2CCCCCC2)CC1	-6	2	-8	-5	5	1	-8	2	5	2
CCOc1ccc(N2C(=O)CC(Sc3nc(O)c(CC)c(=O)[nH]3)C2=O)cc1 (stereo not given)	1	5	1	.	6	2	-1	2	-1	1
CCOc1ccc(CCNC(=O)Cn2ncn3nc(-c4ccc(OC)cc4)cc3c2=O)cc1OCC	3	3	-5	5	5	2	0	-1	5	2
Cc1cccc(NC(=O)CN2NS(=O)(=O)c3ccccc3C2=O)c1	3	0	3	5	-9	-6	-1	-5	4	1
COc1ccc(NC(=O)C2CC(=O)N(c3cc(C)ccc3C)C2)cc1 (stereo not given)	2	1	2	-3	7	6	-3	-6	-4	1
COc1ccc(N2CC(C(=O)N/N=C/c3ccccc3)CC2=O)cc1 (stereo not given)	-1	2	-1	-14	1	-3	-3	-2	-2	0
COc1ccc(NC(=O)c2csc(Cc3ccc(Cl)cc3)n2)cc1	0	5	-6	-4	-13	5	-1	2	-8	5
CS(=O)(=O)N(CC(=O)N1CCc2ccccc2C1)c1cccc(Br)c1	-4	-8	4	5	-4	1	-3	-4	0	4
Cc1cc(C)c(C2=Nn3c(C)nnc3SC2C)cc1C (stereo not given)	-3	-6	-2	-3	-6	-4	-4	1	-3	1
O=C(Nc1ccc(F)c(Cl)c1)c1cc(C2CCCN(C(=O)CCc3ccccc3)C2)on1 (stereo not given)	-1	0	2	.	-18	-4	5	-6	-13	1
Cc1nn(CC(=O)NC(C)C)c(C)c1[N+](=O)[O-]	2	5	1	3	2	5	-2	5	0	3
COc1cccc(C(=O)COC(=O)c2ccc(NC(C)=O)cc2)c1	1	1	1	-5	0	8	6	-2	-11	2
O=C(CN1C(=O)NC(Cc2c[nH]c3ccccc23)C1=O)NCC(F)(F)F (stereo not given)	-2	1	2	7	-3	10	-2	6	2	3
COCCCNC(=O)CC1C[C@H](C(=O)N2CCOCC2)[C@@]2(C)c3[nH]c4ccc(OC)cc4c3CCN2C1=O (stereo not given in full)	1	-5	0	5	-9	-5	1	0	-4	-1
COc1ccc(C)cc1NC(=O)CN(c1ccc(C)cc1)S(C)(=O)=O	-9	0	1	-5	-3	1	-5	-9	0	1
Cc1cc(C)c(NC(=O)CN(C)C(=O)CCC(=O)c2ccc(C)s2)c(C)c1	2	4	-2	-13	-2	1	8	-9	-2	0
